High-throughput results: PubChem BioAssay, several laboratories
TRPN1 ag: activates the zebrafish TRPN1 channel; HEK293 zebrafish TRPN1-YFP, Fluo-8 calcium fluorescence; 100% = response to 87 µM carbachol; activation, % at 3 µM; hit rate 0.18% among 220,000; AID 1424;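 active = activation above its plate's cutoff, the mean activation of test wells on that plate plus 3 SD, cut at about 19% in these data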;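 also: 0% = DMSO alone and 100% = 87 µM carbachol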
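System: zebrafish TRPN1-YFP in HEK293 cells / Dosing: 3 µM single point / Timing: dye loading 1 h at 37 °C, then 30 min room temperature / Signal: Fluo-8 calcium fluorescence, excitation 470-495 nm, emission 515-575 nm / Read-out basis: percent activation from peak over basal fluorescence ratio, control-normalized / Control set: high carbachol 87 µM, low DMSO alone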
TRPML3 ag: agonists of human TRPML3 channel. HEK293 TRPML3-YFP, Fluo-8 calcium fluorescence; 100% = the carbachol control signal. activation, % at 3 µM. hit rate 0.29% among 220,000. AID 1448;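 active = activation above its plate's cutoff, the mean activation of the plate's test wells plus 3 SD, cut at about 12% in these data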;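 also: 0% = DMSO only wells and 100% = carbachol wells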
Target sequence (Q8TDD5 whole entry, looked up): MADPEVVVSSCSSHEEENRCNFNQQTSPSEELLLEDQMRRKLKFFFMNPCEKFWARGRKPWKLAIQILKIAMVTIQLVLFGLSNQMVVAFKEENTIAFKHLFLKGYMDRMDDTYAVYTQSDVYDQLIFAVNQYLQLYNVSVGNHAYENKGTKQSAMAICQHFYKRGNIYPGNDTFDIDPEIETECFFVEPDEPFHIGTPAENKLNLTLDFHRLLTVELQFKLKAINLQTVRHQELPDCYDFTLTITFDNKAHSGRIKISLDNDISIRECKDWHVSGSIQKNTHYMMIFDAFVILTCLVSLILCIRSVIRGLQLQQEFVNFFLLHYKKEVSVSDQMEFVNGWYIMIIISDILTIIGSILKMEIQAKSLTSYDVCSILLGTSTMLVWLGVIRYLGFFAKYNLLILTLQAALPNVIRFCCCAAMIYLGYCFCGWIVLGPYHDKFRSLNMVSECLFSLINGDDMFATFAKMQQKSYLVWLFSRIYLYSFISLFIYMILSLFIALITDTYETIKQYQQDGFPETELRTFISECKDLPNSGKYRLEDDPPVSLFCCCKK
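Material: HEK293 cells stably carrying human TRPML3-YFP; compound dosing: single dose, 3 µM final nominal compound, 0.3% DMSO final; incubation: 1-h 37 °C dye load, 5-s basal, 120-s post-compound reads; technique: Fluo-8 intracellular calcium fluorescence, excitation 470-495 nm, emission 515-575 nm; read-out basis: percent activation from peak-to-basal fluorescence ratio, scaled between DMSO and carbachol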
m-calpain inh: calpain II (pig) inhibition. inhibition, % at 16 µM. hit rate 0.37% among 220,000. purified calpain II, fluorogenic peptide substrate, 30 min. AID 1236;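 active = inhibition above about 50%, limit read from the data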
S1P4 antagonist: antagonists of human S1P4 receptor. O95977. S1P4-expressing cells, antagonist mode, reporter read-out. inhibition, % at 4.98 µM. hit rate 0.26% among 220,000; in the data active = inhibition above about 29%;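 also: 0% = wells stimulated with agonist and 100% = vehicle wells without agonist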
Target sequence (O95977 whole entry, looked up): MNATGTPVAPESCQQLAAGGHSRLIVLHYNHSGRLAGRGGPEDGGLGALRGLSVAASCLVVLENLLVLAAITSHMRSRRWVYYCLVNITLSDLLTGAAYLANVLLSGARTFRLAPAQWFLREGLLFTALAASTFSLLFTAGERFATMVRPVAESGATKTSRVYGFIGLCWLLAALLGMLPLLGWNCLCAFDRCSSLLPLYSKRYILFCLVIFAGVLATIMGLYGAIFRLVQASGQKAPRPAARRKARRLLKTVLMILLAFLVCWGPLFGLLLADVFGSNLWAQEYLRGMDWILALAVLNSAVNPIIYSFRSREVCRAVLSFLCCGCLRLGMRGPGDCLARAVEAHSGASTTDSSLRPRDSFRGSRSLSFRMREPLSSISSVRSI
PERK inhibitor: human PERK inhibition, primary cell-based screen | CHO PERK-DD fusion, SEAP luminescence translation reporter | inhibition, % at 5.6 µM | hit rate 0.17% among 220,000;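 active = inhibition above the mean inhibition of all tested compounds plus 3 SD, set separately per screening campaign, cut at about 2.9% in these data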;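 also: PERK kinase domain activated by AP20187 dimerizer at 100 nM; 0% = DMSO with dimerizer and 100% = rapamycin at 8.4 µM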
BaF3 parental: parental Ba/F3 viability inhibition as JAK2V617F counter-screen; CellTiter-Glo ATP luminescence; inhibition, % at 5.6 µM; hit rate 1.1% among 220,000; AID 1486;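 active = inhibition above a per-campaign cutoff, the mean inhibition of all tested compounds plus 3 SD, cut at about 27% in these data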;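 also: 0% = DMSO wells and 100% = JAK Inhibitor I control wells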
S1P4 ag: agonists of human S1P4 receptor; O95977; S1P4-expressing cell line, agonist reporter assay; activation, % at 4.98 µM; hit rate 0.35% among 220,000; in the data active = activation above about 11%;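 also: 0% = DMSO vehicle and 100% = reference agonist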
Ba/F3 V617F tox: reduce viability of Ba/F3 cells dependent on JAK2V617F; inhibition, % at 5.6 µM; Ba/F3 EpoR-JAK2V617F viability, ATP luminescence; hit rate 1.1% among 220,000; AID 1446;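 active = inhibition above the campaign mean plus 3 SD over all tested compounds, cut at about 24% in these data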;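 also: cytokine-independent growth of Ba/F3 cells driven by EpoR plus mutant JAK2; 0% = DMSO-treated cells and 100% = JAK inhibitor I control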
EP2 modulator: EP2 receptor (human) modulation | P43116 | EP2-expressing cells, cAMP HTRF FRET, PGE2 co-stimulation | induction, % at 25 µM | hit rate 0.83% among 260,000 | AID 940;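 active = compounds whose cAMP rise, as percent of the full-agonist control response, exceeds 60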;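 also: rat C6 glioma line stably carrying human EP2 under a CMV promoter; the protocol text gives 20 µM as final concentration; 100% = response of wells given 1 µM PGE2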
An asterisk follows results filed as active; i = inactive; . = not tested or not shown; & = joins results of further samples.

SMILES,Ba/F3 V617F tox,TRPN1 ag,S1P4 antagonist,EP2 modulator,TRPML3 ag,S1P4 ag,BaF3 parental,PERK inhibitor,m-calpain inh
CCN(CC)C(=O)Cn1nc(-c2ccccc2O)nc1SCC(=O)Nc1ccc(OC)cc1,3,0.5,-3,16,-0.4,0.3,4,0.7,3
CCOC(=O)C1CCN(CCC(=O)Nc2ccc(C)cc2)CC1,-4,-2.6,8,4,1.2,-1.0,3,0.5,-17
COC(=O)CCC(=O)Nc1ccc(S(=O)(=O)N2CCCCCC2)cc1,-1,1.1,-8,-7,0.9,-0.5,1,0.6,-85
Cc1nc(SCc2c(F)cccc2Cl)c2c(=O)n(C)c(=O)n(C)c2n1,-5,-0.1,-11,62*,-0.6,1.0,1,0.9,-2
COc1ccccc1CC(=O)Nc1ccc(-c2noc(COc3ccc(Br)cc3)n2)cc1,0,-1.4,-24,-8,0.9,0.7,4,-0.3,-36
CCN(CC)c1ccc2cc(C#N)c(=O)oc2c1,1,0.7,-18,4,1.0,3.4,9,-0.3,11
COc1ccccc1N1CCN(CCCOc2ccc(F)cc2)CC1,3,0.7,-19,14,0.8,0.2,5,-0.3,-29
Cc1ccc([N+](=O)[O-])cc1NC(=O)c1ccc(CSc2ccccc2)cc1,1,0.4,-19,7,0.6,-0.5,7,0.5,25
O=C(CCn1c(=O)c2ccccc2n(Cc2cccnc2)c1=O)NCc1ccc2c(c1)OCO2,-5,2.4,-9,-16,-0.1,1.2,1,0.6,-30
CCC(=O)c1ccc(OC)c(OC)c1O,-2,0.2,4,-21,0.5,1.5,-4,1.0,-11
O=C(NCc1ccc(Cl)cc1)c1cc(=O)[nH]c2ccc(S(=O)(=O)N3CCOCC3)cc12,-1,1.6,3,-5,0.3,0.7,-8,1.9,-16
CNC(=O)c1nnsc1S(=O)c1ccc(Cl)cc1 (centres undefined),44*,2.0,14,-84,2.0,-1.5,3,0.0,2
O=C(CCCN1C(=O)c2ccccc2C1=O)NCC1CCCO1 (centres undefined),2,1.4,-17,-8,0.9,0.4,3,0.6,0
CC1=CC(C)[C@H](/C=N/n2c(=O)[nH]c3c([nH]c4ccc(C)cc43)c2=O)C(C)C1 (some centres undefined),6,0.2,5,-15,-0.6,-2.5,6,0.8,-12
COc1ccccc1NC(=O)C1CCCN1C(=O)NCc1ccccc1 (centres undefined),1,0.2,11,17,0.2,0.4,3,0.4,-4
CC(Sc1ccc2ccccc2n1)C(=O)O (centres undefined),2&-2,1.1&0.3,17&-13,97*,0.9&0.6,0.0&1.2,5&2,1.5&0.8,-39&4
Cc1cc(Cl)ccc1NC(=O)COC(=O)c1nc2nccc(C)n2n1,1,0.6,-39,0,0.2,2.1,2,0.1,-20
Cc1ccc(C(=O)Nc2ccccc2SCC2CSc3nc4ccccc4c(=O)n32)cc1 (centres undefined),4,-1.1,8,19,-0.3,0.8,6,-1.7,10
COc1cc(CC(=O)OCC(=O)NCC(C)C)cc(OC)c1OC,0,1.4,-10,20,0.9,1.4,5,0.7,-16
CCOC(=O)N1CCN(S(=O)(=O)c2cccc3ccc(C)nc23)CC1,3,0.5,-8,25,0.0,0.4,5,-1.4,-34
Cn1c(=O)c2c(nc(CO)n2C)n(C)c1=O,-1,3.3,-6,35,0.4,1.1,2,1.3,-30
O=C(CCNc1ccc(Cl)cc1)c1cccs1,-5,-0.2,-6,-8,0.5,3.8,1,0.5,5
CN(C)Cc1cc(CN(C)C)c(O)c(CCc2ccccc2)n1,1,0.4,10,20,0.1,-0.4,9,1.1,7
Cc1ccccc1NC(=O)C1C2C=CC(C3CC23)C1C(=O)O (centres undefined),-2,0.8,-17,27,0.9,1.6,1,-0.5,-2
COc1cccc(-c2nnc(N)o2)c1,-5,0.0,1,-19,1.0,1.0,4,2.7,11
Cc1nnc(NC(=O)CSc2nc(N)c(NC(=O)c3cccs3)c(=O)[nH]2)s1,4,0.5,-4,11,0.3,0.8,2,1.4,9
Cc1ncc([N+](=O)[O-])n1CC(=O)Nc1ccc2c(c1)OCO2,3,3.1,11,21,-0.1,-0.7,3,0.3,11
CSCCC(NC(=O)c1occc1C)C(=O)O (centres undefined),1,0.2,-9,21,0.5,0.1,5,0.6,-7
COC(=O)COc1ccc(C)cc1-n1nc2ccccc2n1,3,0.6,-1,14,0.2,1.6,2,0.7,5
Cc1noc(C)c1C(=O)NCc1ccccc1,-3,-1.4,5,24,0.0,-3.8,1,0.4,-27

2 neighbouring compounds from above, for reference:
SMILES,Ba/F3 V617F tox,TRPN1 ag,S1P4 antagonist,EP2 modulator,TRPML3 ag,S1P4 ag,BaF3 parental,PERK inhibitor,m-calpain inh
COc1ccccc1NC(=O)C1CCCN1C(=O)NCc1ccccc1 (centres undefined),1,0.2,11,17,0.2,0.4,3,0.4,-4
CC(Sc1ccc2ccccc2n1)C(=O)O (centres undefined),2&-2,1.1&0.3,17&-13,97*,0.9&0.6,0.0&1.2,5&2,1.5&0.8,-39&4

Additional records
SMILES,Ba/F3 V617F tox,TRPN1 ag,S1P4 antagonist,EP2 modulator,TRPML3 ag,S1P4 ag,BaF3 parental,PERK inhibitor,m-calpain inh
CC(=O)Nc1ccc(C(=O)CSc2cc(C)c3cccc(C)c3n2)cc1,-1,-0.4,-19,13,0.7,0.6,6,-0.3,7
Cc1nn2c(Nc3ccc(F)cc3)c3c(nc2c1-c1ccccc1)CCC3,-1,2.4,-7,10,0.2,0.5,5,0.1,-229
O=C(CSc1ncnc2c1oc1ccccc12)Nc1cccc(C(F)(F)F)c1,-1,-0.6,-18,-26,0.0,0.1,6,0.7,8
COc1ccc(CCN(CC(=O)NC2CCCC2)C(=O)CCC(=O)Nc2cc(C)on2)cc1OC,-1,1.7,-21,15,0.8,0.1,2,0.6,26
Cc1cccc(/C=N/n2c(-c3ccco3)n[nH]c2=S)c1,-2,-1.6,9,29,-0.4,-0.1,-10,3.5*,-15
Cc1ccc(CN(C(=O)c2cc(=O)c3cc(C)cc(C)c3o2)C2CCS(=O)(=O)C2)cc1 (centres undefined),7,0.9,-5,21,0.0,0.4,4,-0.9,9
O=C(OCc1ccc(Cl)cc1)c1cccnc1Cl,-2,-3.0,-1,-34,0.1,0.3,2,1.3,-21
O=C(NN1C(=O)c2ccc(-c3ccc4c(c3)C(=O)N(NC(=O)c3cccnc3)C4=O)cc2C1=O)c1cccnc1,4,0.1,-22,26,0.1,-0.4,4,0.0,-18
Cc1nc([N+](=O)[O-])cn1CC(O)c1ccc(Cl)cc1 (centres undefined),-1,0.1,-10,22,0.0,-0.5,0,2.1,1
C#CCOc1ccc(Cl)cc1/C=N/O,7,-1.5,-8,-2,-0.1,-3.4,9,0.2,18
CCC(C)NCCOc1ccc(Br)cc1 (centres undefined),3,-0.3,-11,13,1.7,-0.1,7,-0.8,-3
Cc1ccc(NC(=O)c2cccc(NC(=O)CCC(=O)O)c2)cc1C,2,-0.2,11,17,-0.1,0.2,8,0.2,-17
N/C(=N\OC(=O)Cc1ccc(-c2ccccc2)cc1)c1ccccn1,-3,-0.6,-3,-32,0.8,1.1,3,0.4,15
CS(=O)(=O)Nc1ccc2c(c1)C(=O)OC2,-2,0.8,-3,26&-36,1.0,-1.8,2,0.3,-12
Cc1oc(C(N)=O)nc1-c1ccccc1,-1,-0.6,-5,-29,0.6,-0.6,-4,0.4,-13
CCCC1=C([O-])C2N=CC=CC2=[N+](c2ccccn2)C1=O (centres undefined),-4,-0.6,-2,7,0.2,5.0,-2,-0.1,-1
CC(=O)N1CCc2cc(Br)cc(S(=O)(=O)NCCN3CCCCC3C)c21 (centres undefined),1,-0.2,0,21,-0.4,1.2,6,0.1,0
Cc1cccc(-c2cc3nc(C)cc(N4CC(C)CC(C)C4)n3n2)c1 (centres undefined),-4,-0.3,-11,57,0.6,-1.7,1,0.3,-19
CC(C)C(NC(=O)C12CC3CC(CC(C3)C1)C2)C(=O)N/N=C/C1=C(N2CCOCC2)C(=C\c2cccc([N+](=O)[O-])c2)/CC1 (centres undefined),-1,-0.8,-20,18,0.7,1.5,3,0.7,-61
CC1=CC(C)(C)Nc2ccc(OC(=O)CN3C(=O)C4CCCCC4C3=O)cc21 (centres undefined),4,0.4,15,2,0.9,2.6,7,0.7,i
COCCn1c(=O)[nH]c2cc(C(=O)Nc3cccc(F)c3)ccc2c1=O,3,2.6,1,-40,0.1,0.2,1,0.9,20
CCOC(=O)c1nnn(-c2ccccc2)c1C,-1,-0.6,-5,30,0.5,-0.4,0,1.0,-11
CC(C)(C)NC(=O)NC(=O)CN1CCCCCCC1,0,0.7,-6,18,0.2,0.7,7,1.5,-10
Cc1ccc(S(=O)(=O)Nc2ccccc2CNc2cccc(C)n2)cc1,-3,-2.3,2,18,-0.4,0.3,8,-0.7,0
COc1ccc(-n2c(SCC(=O)Nc3ccccc3OC)nc(O)cc2=O)cc1,1,1.3,-8,-14,0.0,0.9,2,-0.4,-14
CCOc1ccc(CNC(=O)c2cc3oc4ccccc4c3n2C)cc1,-3,-0.6,-5,-51,0.7,1.3,5,0.9,-1
O=C(Cc1cccs1)Nc1ccon1,-1,0.0,1,6,1.8,1.1,-1,0.9,-60
O=C(CCn1c(=O)oc2ccccc21)Nc1ccon1,-5,-0.3,-8,9,0.1,0.6,1,0.3,-18
CCOc1ccc(/C=C/C(=O)CCC(=O)O)cc1,1,1.1,-9,19,0.7,-0.2,8,1.1,-13
O=C1c2ccccc2NC(c2ccccn2)N1NS(=O)(=O)c1ccccc1 (centres undefined),-3,-1.8,-23,10,0.9,2.3,-4,0.3,-211
COc1ccc(OC)c(Nc2nc(N)c([N+](=O)[O-])c(NCc3ccccc3)n2)c1,-4,0.4,4,-7,0.9,-0.3,0,0.5,21
Fc1ccc(C2=NN(c3ccccc3)C(c3ccco3)C2)cc1 (centres undefined),1,-1.4,-8,52,-0.7,0.8,3,1.4,-73
Cn1c(=O)c2c(-c3ccncc3)c3c(nc2n(C)c1=O)-c1ccccc1C3=O,0,0.4,1,.,0.9,1.2,1,0.5,.
COc1ccc(C(=O)NN2C(=O)C3C4C=CC(O4)C3C2=O)cc1 (centres undefined),-1,0.2,-16,-9,0.1,1.5,-1,0.4,28
O=C(Nc1ccc(S(=O)(=O)Nc2nccs2)cc1)c1cc(=O)[nH]c2ccccc12,2,1.3,-3,10,1.0,-2.2,1,-0.1,-15
CS(=O)(=O)N(CC(=O)N1CCN(c2ccccc2)CC1)c1ccccc1Cl,-1,0.5,-16,.,-0.1,0.4,5,-1.1,.
COc1ccc(CNC(=O)C2CCN(C(=O)[C@@H](CC(C)C)NC(=O)OC(C)(C)C)CC2)cc1,0,0.2,-9,10,-1.1,0.6,2,-1.4,4
O=C(COC(=O)c1ccncc1)c1ccc(Cl)c(Cl)c1,-1,0.0,-1,7,-0.4,1.4,7,0.2,-29
COCCN(C(=O)CSc1nnc(-c2ccccc2C)n1C)c1c(N)n(Cc2ccccc2)c(=O)[nH]c1=O,-1,-1.3,-3,24,0.8,2.0,5,0.7,-6
